# West Nile virus CPE: West Nile virus antiviral activity, cell-based, CPE readout (AID 1621); West Nile virus-infected cells, CPE inhibition; higher % means a stronger effect; one-dose CPE inhibition, % at 10 µM; IC50 in µM for titrated hits; 0.02% of 290,000 active; in the data active means a potency from the dose series; inconclusive means CPE inhibition mostly from about 3.7% at the one dose, without a potency; inactive means the rest, 99 in 100 with CPE inhibition below about 2.2%; further: strong numbers were not always called active
# b-catenin transl: modulators of beta-catenin nuclear translocation, primary screen, imaging, HeLa cells, immunofluorescence, high-content; nuclear translocation activity, % at 5 µM; 0.3% of 190,000 active; AID 1665, 2009;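 active means nuclear translocation activity above 50% at 5 µM, with a well cell count of 50 or more; inconclusive means wells under 50 cells across six images, flagged as toxic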;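 further: per-cell ratio of nuclear to cytoplasmic median beta-catenin stain intensity; plate controls were DMSO negative control for no effect and GSK-3 inhibitor IX positive control for full effect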
#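 Technique: fluorescence imaging of beta-catenin antibody stain plus DAPI / Material: human HeLa cell line / Incubation: compound treatment 24 h, 37°C, 5% CO2 / Read-out basis: % activation of per-cell nuclear versus cytoplasmic median beta-catenin signal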
# T cell modulator: modulators of CD8 T cell-vesicle binding, primary screen, mouse 2C CD8+ T cells, flow cytometry; 2C CD8+ T cell-vesicle binding; active compounds read low; AID 2052, 2009; calls only at 7 µM; 0.068% of 330,000 active;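 active means response, share of CD8 T cells binding vesicles, and their 90th percentile fluorescence all below set limits, cut at about 80% in these data, passing the limit was not always enough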
#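 Test system: purified 2C TCR transgenic mouse naive CD8+ T cells. Probe or stimulus: QL9-peptide-loaded Drosophila micro-vesicles bearing Ld, ICAM-1 and B7-1. Incubation: binding step 1.5 h, 37 °C, antibody labelling 20 min, ice. Measured by: flow cytometry of vesicle-bound cells.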
# SV40 large T antigen: SV40 large T antigen inhibitors, biochemical (AID 1903); SV40 large T antigen ATPase/helicase inhibition assay; higher % means a stronger effect; inhibition, % at 20 µM, or IC50 in µM where a hit was titrated; 0.39% of 310,000 active; in the data active means a potency from the dose series; inconclusive means inhibition mostly from about 32% at the one dose, without a potency; inactive means the rest, 99 in 100 with inhibition below about 32%; further: strong numbers were not always called active
# RSV antiviral HEp-2: RSV antiviral activity via CPE protection, HEp-2 cells, primary 10 µM value included (AID 2391); CPE inhibition, % at 10 µM; hits with a dose series show IC50 in µM; HEp-2 cells, RSV-induced CPE inhibition; higher % means a stronger effect; 0.13% of 310,000 active; in the data active means a potency from the dose series; inconclusive means CPE inhibition mostly from about 23% at the one dose, without a potency; inactive means the rest, 99 in 100 with CPE inhibition below about 21%; further: strong numbers were not always called active
# WT yeast gro inh: growth inhibition of WT strain, primary screen, mitochondrial fusion inhibitor project, WT and mutant strains, chemical genetic | mitochondrial fusion phenotypic screen | inhibition, % at 10 µM | 2.1% of 190,000 active; in the data active means inhibition above about 58%; tested in S. cerevisiae
# Salmonella PhoP GFP: inhibitors of PhoP regulon expression, primary screen, Salmonella Typhimurium, GFP reporter (AID 1863) | S. Typhimurium PhoP-regulated promoter GFP reporter, 4 h; higher % means a stronger effect | inhibition, % at 50 µM, or IC50 in µM where a hit was titrated | 0.16% of 300,000 active;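 active means inhibition over 29.93%, a cutoff 3 SD above the screen mean, later confirmed by dose response; inconclusive means inhibition over 29.93% but no dose response follow-up; inactive means inhibition at most 29.93% or unconfirmed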;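 further: 0% = low Mg2+ inducing control and 100% = high Mg2+ repressing control; strong numbers were not always called active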
# Myeloid diff 2: induction of myeloid progenitor differentiation, primary screen, cell-based, flow cytometry, MLPCN library; ER-HoxA9 myeloid progenitors, lysozyme-GFP differentiation; calls only at 10 µM; 1% of 360,000 active; AID 624256, 2012;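 active means normalized GFP-positive differentiation at or above the plate's own cutoff, the solvent-only control mean plus 3 SD; inconclusive means no clear call, values can overlap the other calls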;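 further: cells exposed to compound for four days before flow analysis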
# Rac1 GTP hydrolysis: MgcRacGAP GTPase-activating activity inhibitors, confirmation, biochemical, ADP Hunter fluorescence. Rac GTPase-activating protein 1 (Homo sapiens). MgcRacGAP-stimulated Rac1 GTP hydrolysis, ADP Hunter fluorescence; higher % means a stronger effect; GST-tagged Rac1 F28L mutant substrate. inhibition, % at 30 µM; hits with a dose series show IC50 in µM. 0.6% of 340,000 active;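 active means first-screen hits whose inhibition reached a set limit at any dose in the follow-up dose series; inconclusive means inhibition above the set first-screen limit but never retested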;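 further: fluorescence reports GDP produced by GAP-driven GTP hydrolysis; strong numbers were not always called active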
# WT yeast gro inh mutant strain: second read-out of WT yeast gro inh, no call of its own (marks repeat the call); inhibition, %; mitochondrial fusion phenotypic screen, mutant strain inhibition
# b-catenin transl cell count 5 µM: second read-out of b-catenin transl, no call of its own (marks repeat the call); cell count; measured here: cell count, cytotoxicity flag
# T cell modulator vesicle-bound %: further read-out of T cell modulator, marked with its call; double positive events, %; measured here: CD8+ vesicle-bound cell fraction;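 binding gate set so that unloaded-vesicle control wells show 10% double positive cells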
# Myeloid diff 2 GFP+ MAC1+ %: recorded beside Myeloid diff 2, whose call it bears; GFP+ MAC1+ double positive, %; measured here: differentiation confirmed by MAC1 staining
# * = called active by the depositor; i = inactive; ? = inconclusive; nt = not tested or not shown; + = active, no number; & = joins results of further samples.
Molecule,West Nile virus CPE,b-catenin transl,b-catenin transl cell count 5 µM,T cell modulator,T cell modulator vesicle-bound %,SV40 large T antigen,RSV antiviral HEp-2,WT yeast gro inh,WT yeast gro inh mutant strain,Salmonella PhoP GFP,Myeloid diff 2,Myeloid diff 2 GFP+ MAC1+ %,Rac1 GTP hydrolysis
CCC1CCCCN1C(=O)COc1ccc2c3c(c(=O)oc2c1)CCC3 (centres undefined),nt,nt,nt,i,3,nt,2.1%,nt,nt,nt,i,0.2,7%
Cc1ccc(NC(=S)NC(=O)Cc2ccccc2)c(O)c1,-0.6%,nt,nt,i,30,6%,-0.2%,nt,nt,4%,i,0.7,6%
COc1ccc(-c2cc(-c3ccccc3O)[nH]n2)cc1,-0.5%,3.9,1453,i,37,0%,20%,37,28,6%,i,0.7,18%
Cc1ccc(-c2nc3c(=O)n(C)c4ccccc4c3o2)cc1,0.7%,5.3,1355,i,10,17%,1.4%,3,1,-1%,i,0.7,9%
O=C(CSc1nc(-c2ccco2)cc(C(F)(F)F)n1)NC1CCCCCCC1,-0.6%,nt,nt,i,29,4%,3.1%,0,-4,1%,i,0.5,15%
CSCCC(NC(=O)COc1ccccc1)C(=O)OCCOc1ccc(C)cc1 (centres undefined),nt,nt,nt,i,27,nt,-0.1%,nt,nt,nt,i,0.5,5%
O=C(Nc1ccc(Cl)cc1Cl)c1cc2ccccc2o1,-0.6%,nt,nt,i,61,8%,5.3%,nt,nt,-1%,i,1.0,4%
O=C(Nc1ccc(N2CCN(Cc3ccccc3Cl)CC2)cc1)c1cccnc1,-0.9%,0.5,1134,i,47,7%,12%,8,-5,8%,i,7.9,4%
O=C(CCS(=O)(=O)c1ccccc1)Nc1nncs1,2.6%,nt,nt,i,46,3%,0.2%,nt,nt,8%,?,nt,7%
COc1ccccc1CNC(=O)c1cc2ccccc2o1,-1.5%,nt,nt,i,19,8%,5.6%,nt,nt,-3%,i,0.3,9%
COc1ccc(OCCC(=O)OCC(=O)Nc2ccc(S(=O)(=O)N3CCOCC3)cc2)cc1,0.2%,-1.6,1108,i,28,24%,-0.3%,5,-10,8%,i,0.6,-3%
CC12CC(O)C3c4ccc(O)cc4CCC3C1CCC2=O (centres undefined),-0.6%,1.2,1058,i,21,9%,2.3%,-11,-7,7%,i,2.0,4%
O=C(Nc1cccc2ncccc12)c1ccccc1[N+](=O)[O-],-0.1%,nt,nt,i,56,22%,4.2%,nt,nt,13%,i,0.2,-4%
Clc1ccc(-c2nnc(-c3ccccc3)c(-c3ccccc3)n2)cc1,-0.1%,-0.6,1122,i,40,4%,11%,nt,nt,-10%,i,0.2,12%
Cc1cc(C)c2c(N)c(C(=O)c3ccccc3Cl)sc2n1,2.3%,-0.6,1084,i,41,4%,nt,nt,nt,0%,i,0.4,3%
Cc1c(CCO)c(=O)n(-c2ccccc2)n1S(=O)(=O)c1ccc(F)cc1,-0.8%,-3.9,1243,i,17,13%,0.5%,-6,-14,1%,i,0.6,7%
O=C1[C@@H]2Cc3c([nH]c4ccccc34)C(c3ccccc3)N2C(=O)CN1C1CCN(Cc2ccccc2)CC1 (some centres undefined),0.0%,nt,nt,i,28,6%,12%,nt,nt,2%,i,0.6,-10%
CCCCN(CCCC)C(=O)c1nsnc1-c1ccccc1O,0.1%,5.7,981,i,49,3%,-0.3%,9,-17,-8%,i,6.6,2%
CCOc1ccc(N2CC(O)Cn3c2nc2c3c(=O)n(CCCc3ccccc3)c(=O)n2C)cc1 (centres undefined),-0.2%,-3.1,1198,i,35,6%,2.4%,23,-7,2%,i,0.6,12%
Nc1nc(NCc2ccco2)nc(N2CCCCC2)c1[N+](=O)[O-],-1.0%,0.3,491,i,42,2%,8.9%,-17,6,-13%,i,0.4,4%
Oc1ccc(CNc2ccccc2F)c2cccnc12,-0.7%,-1.2,952,i,52,19%,8.1%,11,-3,96µM*,i,0.1&1.1,1%
O=C(CN1C(=O)C(=O)c2ccccc21)OCN1C(=O)c2ccccc2C1=O,0.8%,-0.8,1583,i,52,0%,0.2%,16,0,6%,i,0.1,3%
O=C1CC2(CCN(C(=O)COc3ccc(Cl)cc3)CC2)Oc2ccccc21,nt,nt,nt,i,33,17%,1.4%,nt,nt,10%,i,0.7,6%
Cc1ccc(NCC(=O)c2ccccc2)cc1Cl,-0.4%,-6.0,1140,i,43,2%,-0.8%,-1,-6,1%,i,1.6,3%
Cc1ccc(-c2c(C)n([O-])c3c([n+]2=O)CCCC3)o1,0.1%,12,674,i,56,5%,1.8%,-24,-18,1%,i,0.8,11%
O=S(=O)(Nc1cccc2ccccc12)c1cccs1,0.3%,nt,nt,i,18,11%,9.4%,nt,nt,-6%,i,0.7,12%
COc1c(Br)cc(Br)cc1C(=O)O,0.4%,-0.4,1132,i,30,-1%,1.8%,-5,-16,-3%,i,0.6,8%
O=C(NNC(=S)Nc1ccc(Cl)cc1)c1ccccc1,0.5%,nt,nt,i,58,19%,2.8%,nt,nt,-4%,i,0.7,3%
N#CC1=C(N)C(C#N)(C#N)C(c2ccncc2)C2CN(C(=O)OCc3ccccc3)CC=C12 (centres undefined),-0.1%,1.9,983,i,45,34%,11%,-16,18,-2%,i,1.0,6%
Cc1ccc2c(Cl)c(C(=O)NCC3CCCO3)sc2c1 (centres undefined),-0.4%,0.7,1316,i,1,2%,9.5%,-8,-10,1%,i,3.0,6%

# Additional structures
Molecule,West Nile virus CPE,b-catenin transl,b-catenin transl cell count 5 µM,T cell modulator,T cell modulator vesicle-bound %,SV40 large T antigen,RSV antiviral HEp-2,WT yeast gro inh,WT yeast gro inh mutant strain,Salmonella PhoP GFP,Myeloid diff 2,Myeloid diff 2 GFP+ MAC1+ %,Rac1 GTP hydrolysis
COC(=O)N/N=C/c1cc(C)n(-c2cccc3ccccc23)c1C,-1.1%,-1.1,937,i,14,11%,1.4%,-2,-29,12%,i,0.3,6%
COc1ccc2oc(=O)c(C(=O)NCc3ccc(F)cc3)cc2c1,-0.3%,nt,nt,i,60,10%,2.1%,nt,nt,-1%,nt,nt,5%
C[C@@H]1C[C@H]2[C@@H]3CCC4=CC(=O)C=C[C@]4(C)[C@@]3(F)[C@@H](O)C[C@]2(C)[C@H]1C(=O)CO,0.4%,-8.2,468,i,49,4%,-2.1%,0,-11,6%,i,18,2%
O=C(Nc1ccc(F)cc1)NC1CCCCC1,0.1%,-2.3,1005,i,10,-5%,0.8%,-7,-4,-7%,i,2.2,3%
Cc1ccc(C(=O)NCC(=O)N2CCCCCC2)cc1,-0.7%,nt,nt,i,27,6%,1.0%,nt,nt,-3%,i,1.8,-3%
CC(C)Oc1ccc(CSc2ncn[nH]2)cc1,0.1%,-2.4,1093,i,58,6%,-0.3%,-10,-16,2%,i,0.4,nt
Cc1ccc(NC(=O)CN(C)C(=O)c2ccc(COc3ccccc3)cc2)cc1,nt,nt,nt,i,34,12%,2.2%,nt,nt,-3%,i,1.3,6%
FC(F)(F)c1cccc(N2CCN(CC3CC=CCC3)CC2)c1 (centres undefined),nt,-1.1,1102,i,50,4%,0.2%,5,7,7%,i,0.2,14%
CCn1c2ccccc2c2cc(NC(=O)c3cccc(OC)c3OC)ccc21,-1.0%,-5.0,1253,i,50,10%,19%,23,-8,-6%,+,0.9*,1%
CCOc1ccc(NC(=O)CSc2nc(N)c(-c3ccccc3)c(=O)[nH]2)cc1,-0.3%,-4.9,1071,i,51,20%,0.2%,-13,-2,-1%,i,0.2,2%
Cc1nnc(-c2cnn(-c3ccccc3)c2N)n1Cc1ccncc1,1.9%,1.5,1258,i,21,17%,-1.4%,-7,-10,-4%,i,2.0,0%
Cc1nn(-c2ccccc2)c(C)c1/C=N/NC(=O)CSc1nc2ccccc2c(=O)n1-c1ccc(Br)cc1,-0.3%,-0.3,1302,i,61,2%,6.6%,-11,1,6%,i,1.2,-5%
O=c1c2oc3ccccc3c2[nH]c(=S)n1-c1ccccc1,-0.4%,-0.5,1127,i,41,-1%,5.5%,-9,2,-8%,i,0.7,21%
COc1ccc(CNC(=O)C(NS(=O)(=O)c2cccc3nsnc23)C(C)C)cc1 (centres undefined),-0.7%,nt,nt,i,10,8%,2.0%,nt,nt,-13%,i,0.9,8%
COC(=O)[C@H](Cc1ccccc1)NC(=O)O[C@@H]1C(=O)c2cc(Br)ccc2O[C@H]1c1cccc(OC)c1,nt,nt,nt,nt,nt,3%,-0.7%,12,-18,2%,nt,nt,nt
CCCOc1ccc(-c2cnc(SCC(N)=O)nc2N)cc1,0.0%,0.9,1097,i,38,4%,1.4%,3,1,4%,i,0.2,-1%
CC(=O)Oc1ccc(-c2cccc(C(=O)N3CCCCC3)c2)cc1,-0.6%,nt,nt,i,37,17%,1.7%,nt,nt,-10%,i,0.8,17%
O=C(COC(=O)C1=COCCO1)NCCCc1ccccc1,0.2%,2.9,1111,i,31,3%,-0.3%,-1,14,-11%,i,0.9,8%

# Reprinted at random: three compounds from above
Molecule,West Nile virus CPE,b-catenin transl,b-catenin transl cell count 5 µM,T cell modulator,T cell modulator vesicle-bound %,SV40 large T antigen,RSV antiviral HEp-2,WT yeast gro inh,WT yeast gro inh mutant strain,Salmonella PhoP GFP,Myeloid diff 2,Myeloid diff 2 GFP+ MAC1+ %,Rac1 GTP hydrolysis
Cc1nnc(-c2cnn(-c3ccccc3)c2N)n1Cc1ccncc1,1.9%,1.5,1258,i,21,17%,-1.4%,-7,-10,-4%,i,2.0,0%
CC(C)Oc1ccc(CSc2ncn[nH]2)cc1,0.1%,-2.4,1093,i,58,6%,-0.3%,-10,-16,2%,i,0.4,nt
C[C@@H]1C[C@H]2[C@@H]3CCC4=CC(=O)C=C[C@]4(C)[C@@]3(F)[C@@H](O)C[C@]2(C)[C@H]1C(=O)CO,0.4%,-8.2,468,i,49,4%,-2.1%,0,-11,6%,i,18,2%

# High-throughput results deposited in PubChem BioAssay by several laboratories.
